High-throughput results from PubChem.
HGIII-sPLA2 inh: Inhibits HGIII-sPLA2 liposome hydrolysis, primary screen. Q9NZ20. QFRET BODIPY PC-A2 liposome hydrolysis, fluorescence. inhibition, % at 12.2 µM. 370,000 tested, 0.56% active. AID 743126;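 active = inhibition above mean plus 3 SD of compounds lying within the high and low control bounds, cut at about 19% in these data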;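 note: 0% = median of test compound wells and 100% = no enzyme DMSO wells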
Target sequence (Q9NZ20 whole entry, looked up): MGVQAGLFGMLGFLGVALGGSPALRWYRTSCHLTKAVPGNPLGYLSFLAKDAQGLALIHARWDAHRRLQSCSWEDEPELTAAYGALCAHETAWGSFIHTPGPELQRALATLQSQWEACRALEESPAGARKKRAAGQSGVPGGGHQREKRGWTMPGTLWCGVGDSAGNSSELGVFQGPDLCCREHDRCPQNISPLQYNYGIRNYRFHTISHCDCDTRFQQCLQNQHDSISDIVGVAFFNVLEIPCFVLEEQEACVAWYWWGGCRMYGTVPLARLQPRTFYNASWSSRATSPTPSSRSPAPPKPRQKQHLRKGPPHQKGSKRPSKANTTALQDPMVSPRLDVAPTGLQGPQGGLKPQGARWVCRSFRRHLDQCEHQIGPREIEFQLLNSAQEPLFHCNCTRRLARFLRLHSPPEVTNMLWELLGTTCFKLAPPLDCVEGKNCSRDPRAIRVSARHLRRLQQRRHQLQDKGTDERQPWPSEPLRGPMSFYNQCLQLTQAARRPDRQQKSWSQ
ADAM10 inh: inhibitors of human ADAM10; O14672; recombinant ADAM10, EDANS/DABCYL FRET peptide cleavage, 3 h; inhibition, % at 7 µM; 370,000 tested, 0.62% active;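 active = inhibition above a per-campaign cutoff equal to the mean of compounds falling between control-based bounds plus 3 SD, cut at about 20% in these data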;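 note: 0% = DMSO wells while the 100% control is not disclosed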
Target sequence (O14672 214-748 limits assumed): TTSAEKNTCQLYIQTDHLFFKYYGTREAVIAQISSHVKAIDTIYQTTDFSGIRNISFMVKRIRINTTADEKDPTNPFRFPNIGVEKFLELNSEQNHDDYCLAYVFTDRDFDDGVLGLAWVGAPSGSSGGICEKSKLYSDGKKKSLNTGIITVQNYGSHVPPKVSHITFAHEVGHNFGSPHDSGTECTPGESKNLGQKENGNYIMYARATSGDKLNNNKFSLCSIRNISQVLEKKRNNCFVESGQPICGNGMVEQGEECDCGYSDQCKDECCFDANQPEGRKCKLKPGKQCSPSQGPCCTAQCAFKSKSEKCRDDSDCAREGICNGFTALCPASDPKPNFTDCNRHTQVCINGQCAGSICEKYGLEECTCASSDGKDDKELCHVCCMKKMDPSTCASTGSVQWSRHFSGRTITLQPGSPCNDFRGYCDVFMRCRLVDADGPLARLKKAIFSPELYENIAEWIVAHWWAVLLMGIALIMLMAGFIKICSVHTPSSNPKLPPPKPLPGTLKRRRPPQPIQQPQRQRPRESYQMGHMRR
hcDAF12 agonist: H. contortus DAF-12 activation, primary screen | HEK293 hcDAF-12 lit1-tk-luc reporter, luminescence; 0% DMSO, 100% Δ7-dafachronic acid | activation, % at 6.8 µM | 370,000 tested, 1.4% active;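 active = activation above the mean of all tested compounds plus 3 SD, cut at about 5.5% in these data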;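 note: 100% = response to 3 µM Δ7-dafachronic acid high control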
DAX1 inh-1: inhibits human nuclear receptor DAX1; HEK293 Gal4-DAX1 luciferase reporter, luminescence; AID 504766; inhibition, % at 6.75 µM; P51843; 340,000 tested, 0.99% active;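 active = inhibition above the mean over all tested compounds plus 3 SD, cut at about 4.2% in these data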;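 note: 0% = DAX1-transfected cells with DMSO and 100% = empty-vector control cells with DMSO; inhibition shows as a rise in luminescence from relieved DAX1 repression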
ssDAF12 agonist: activates DAF-12 receptor from parasite S. stercoralis; AID 652126; 370,000 tested, 1% active; activation, % at 6.8 µM; HEK293 ssDAF-12/GRIP1 lit1-tk-luc reporter, luminescence; % of 3 µM dafachronic acid response;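 active = activation above the mean over all tested compounds plus 3 SD, cut at about 0.9% in these data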;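 note: 0% = DMSO-only wells and 100% = 3 µM delta7-dafachronic acid wells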
hgDAF12 agonist: activates the H. glycines DAF-12 receptor ligand-binding domain. AID 687014. activation, % at 6.8 µM. HEK293 GAL4-hgDAF12 UAS-luciferase reporter, agonist luminescence; normalized to butyrate control. 370,000 tested, 1.8% active;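 active = activation above a cutoff set at the mean of all screened compounds plus 3 SD, cut at about 10% in these data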;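 note: 0% = DMSO wells and 100% = sodium butyrate wells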
GAA850 FXN act: increases GAA850 frataxin promoter reporter activity. HEK293 lucGAA850 FXN promoter luciferase reporter, 24 h; percent of 10 µM SAHA response. activation, % at 6 µM. 360,000 tested, 0.56% active. AID 540364;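 active = activation above the average of all compounds screened plus 3 SD, cutoff fixed separately per campaign, cut at about 7.5% in these data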;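 note: 0% = DMSO wells and 100% = 10 µM SAHA wells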
DAX1 inh-2: blocks DAX1 repression of SF-1 activated StAR promoter. inhibition, % at 6.8 µM. HEK293T StAR-luciferase reporter, SF-1/DAX-1 repression relief. AID 652010. 370,000 tested, 1.1% active;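 active = inhibition above the mean over all tested compounds plus 3 SD, cut at about 3.6% in these data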;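 note: 0% = DAX-1 cells with DMSO and 100% = cells lacking DAX-1 with DMSO; higher inhibition means more luminescence from relief of DAX-1 repression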
PLCg1 inh: blocks human PLC-gamma1 enzyme activity; P19174; purified PLC-gamma1, fluorogenic substrate, fluorescence; inhibition, % at 12.2 µM; 370,000 tested, 0.84% active; AID 720700; in the data active = inhibition above about 9.5%
PLC-beta3 inh: inhibitors of human phospholipase C beta3; Q01970; Purified PLC-beta3, fluorogenic substrate, fluorescence; inhibition, % at 12.2 µM; 370,000 tested, 0.18% active; AID 720704; in the data active = inhibition above about 11%;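 note: 0% = median of compound wells on plate and 100% = full blocker control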
ADAM17 inh: inhibitors of human ADAM17. inhibition, % at 6.95 µM. AID 720648. recombinant ADAM17, EDANS/DABCYL FRET peptide cleavage. 370,000 tested, 0.83% active;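 active = inhibition above the mean of compounds lying between control limits plus 3 SD, set per campaign, cut at about 8.5% in these data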;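 note: 0% = DMSO-only wells as the low control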
* hit, by the source's call; i = inactive; nt = no result given.

cpd | smiles | HGIII-sPLA2 inh | ADAM10 inh | hcDAF12 agonist | DAX1 inh-1 | ssDAF12 agonist | hgDAF12 agonist | GAA850 FXN act | DAX1 inh-2 | PLCg1 inh | PLC-beta3 inh | ADAM17 inh
1 | COc1cc(S(=O)(=O)NCc2ccc(F)cc2)ccc1-n1cnnn1 | -2 | 0 | -1.3 | -0.3 | -1.4 | -0.3 | -1.5 | 0.2 | 4 | -4 | -1
2 | C=CCN1C(=O)C2C(C(=O)NC3CCCC3)C3C=CC2(O3)C1C(=O)NC1CCCC1 (centres undefined) | 2 | 3 | -0.7 | 0.7 | -0.7 | -0.7 | 1.8 | 0.2 | 3 | -7 | 1
3 | COc1ccc(OC)c(NC(=O)COc2coc(CN3CCc4ccccc43)cc2=O)c1 | 0 | -10 | -1.1 | -1.6 | -0.7 | -1.1 | 0.6 | -0.7 | 0 | -6 | -4
4 | CC(=O)Nc1cccc(C(=O)NN2C(=O)NC3(CCC(C)CC3)C2=O)c1 (centres undefined) | 1 | -11 | -0.8 | 1.5 | -0.3 | 1.9 | -1.3 | -0.3 | -2 | 4 | -3
5 | CC(C)C(=O)N(Cc1ccccc1)c1ccccn1 | 2 | 3 | -1.6 | -0.9 | -1.4 | -0.2 | 2.1 | -0.1 | 0 | 0 | -5
6 | O=C(CCc1nnc2n(Cc3ccc(Cl)cc3)c(=O)c3ccccc3n12)NCCN1CCCC1 | -6 | -3 | -1.3 | -0.1 | -1.4 | -3.5 | -0.5 | 1.2 | 4 | -6 | -3
7 | CNC(=O)COC(=O)/C=C/c1ccc(F)cc1 | 1 | -4 | -0.2 | 0.8 | -1.9 | 0.6 | 0.6 | 0.4 | 0 | -6 | -5
8 | CCCCC1CC1C(=O)Nc1ccc(OC)c(OC)c1 (centres undefined) | 2 | 7 | -1.2 | 0.6 | -1.5 | 0.5 | 1.6 | 0.0 | 1 | 1 | -3
9 | O=C1CC(c2ccccc2)CN1C(=O)c1ccccc1 (centres undefined) | -3 | 3 | 0.8 | -0.8 | -1.4 | 1.7 | 0.7 | -0.2 | 0 | 0 | -1
10 | C=CCN(c1cccc(C(F)(F)F)c1)S(=O)(=O)c1cccc(C(=O)OCC(=O)Nc2ccccc2)c1 | -8 | 16 | -0.8 | 1.4 | -1.1 | -1.0 | 2.2 | 0.2 | 0 | -1 | 7
11 | CCOC(=O)Nc1c2ccccc2nc2ccccc12 | 1 | i | 0.1 | 0.4 | -0.7 | -1.9 | -0.7 | 0.1 | -311 | -420 | -463
12 | Cc1cc(OC(=O)c2cc(Cl)nc3ccccc23)ccc1Cl | 0 | 4 | 2.2 | 1.0 | -0.7 | 3.8 | -2.2 | 0.1 | 1 | -1 | -2
13 | CC(C)CCNC(=O)c1ccc(-n2cnc3cccnc32)cc1 | 4 | -7 | -0.2 | -0.5 | -1.4 | -0.2 | -1.1 | 0.1 | 0 | 1 | -6
14 | S=c1[nH]nc(-c2cccs2)n1/N=C/c1cccs1 | 6 | -5 | -1.1 | 2.9 | -1.3 | -1.7 | -0.2 | 0.1 | -5 | -13 | -3
15 | COc1ccc(-c2nc3scc(-c4ccccc4)n3n2)cc1 | 6 | 2 | 4.9 | 0.8 | -0.4 | 3.9 | 0.5 | 1.3 | 0 | 0 | 0
16 | Cc1ccc(NS(=O)(=O)c2ccc3c(c2)NC(=O)CO3)cc1C | -21 | 2 | -1.0 | -0.4 | -1.1 | -1.1 | -0.6 | -0.4 | 1 | -3 | 2
17 | COc1ccc(/C=C/C(=O)O)cc1S(=O)(=O)N1CCC(C)CC1 | -3 | 0 | -0.3 | 0.2 | -0.6 | -0.6 | -1.1 | 0.3 | 1 | -9 | -3
18 | O=[N+]([O-])c1cccc(CSc2nc3ccccc3[nH]2)c1 | -5 | -1 | 0.4 | 0.0 | -1.6 | 5.8 | 3.4 | 0.0 | -2 | -1 | -1
19 | O=C(COc1ccccc1Cl)NC(=O)NC1CCCC1 | -6 | 3 | 0.2 | 0.8 | -1.3 | 5.0 | 8.0* | 1.3 | 2 | 0 | -1
20 | Cc1c(N(C)S(=O)(=O)c2ccc(Cl)c(C(=O)N3CCC(C(N)=O)CC3)c2)c(=O)n(-c2ccccc2)n1C | 13 | -5 | 1.5 | -1.2 | -1.0 | -1.4 | 0.8 | 0.1 | 1 | -7 | -6
21 | Cc1cccc(N(CC(=O)NC(C)(C)C)C(=O)CNC(=O)c2cccs2)c1C | 3 | 6 | -0.9 | -0.5 | -1.9 | -2.7 | -0.1 | -0.1 | 1 | -1 | 0
22 | CC(c1c[nH]c2ccccc12)c1c[nH]c2ccc(Br)cc12 (centres undefined) | -30 | -3 | 5.6* | nt | 0.2 | 4.1 | nt | -0.9 | -4 | -8 | 0
23 | O=C(Nc1ccc(C(F)(F)F)cc1)c1ccc2ncsc2c1 | -5 | 1 | -1.1 | 1.6 | -0.7 | 8.6 | 6.1 | 0.2 | -1 | -13 | -2
24 | O=C(Cn1c(=O)n(CC2CCCO2)c(=O)c2ccccc21)N1CCN(c2ccccc2)CC1 (centres undefined) | -4 | 9 | -2.1 | -0.8 | -1.6 | -1.2 | 2.2 | -1.0 | 0 | 1 | 2
25 | Cc1cc(C)cc(C(=O)O/N=C(\N)c2ccc(Br)cc2)c1 | 6 | -4 | 2.2 | -1.4 | -0.7 | 0.1 | -3.3 | 0.0 | 2 | -3 | -5

One compound at a time (already shown). Order of values: HGIII-sPLA2 inh	ADAM10 inh	hcDAF12 agonist	DAX1 inh-1	ssDAF12 agonist	hgDAF12 agonist	GAA850 FXN act	DAX1 inh-2	PLCg1 inh	PLC-beta3 inh	ADAM17 inh
Cc1cc(C)cc(C(=O)O/N=C(\N)c2ccc(Br)cc2)c1 across the screens: 6	-4	2.2	-1.4	-0.7	0.1	-3.3	0.0	2	-3	-5
Cc1ccc(NS(=O)(=O)c2ccc3c(c2)NC(=O)CO3)cc1C across the screens: -21	2	-1.0	-0.4	-1.1	-1.1	-0.6	-0.4	1	-3	2

The listing continues:
cpd | smiles | HGIII-sPLA2 inh | ADAM10 inh | hcDAF12 agonist | DAX1 inh-1 | ssDAF12 agonist | hgDAF12 agonist | GAA850 FXN act | DAX1 inh-2 | PLCg1 inh | PLC-beta3 inh | ADAM17 inh
26 | S=C1SCN(Cc2ccccn2)CN1Cc1ccco1 | -3 | -10 | 0.6 | 1.5 | -1.1 | -1.2 | -1.1 | -1.2 | -10 | -16 | -4
27 | O=C(Cc1ccccc1)Nc1ccc(NC(=O)c2cccnc2)cc1 | -4 | 1 | -0.8 | 0.1 | -0.3 | -0.1 | 0.1 | -0.8 | 0 | -4 | 3
28 | O=C(O)c1cn(-c2ccccc2)nc1-c1ccc(Cl)cc1 | -2 | 8 | -0.7 | 0.8 | -1.5 | -0.9 | -0.3 | -1.0 | 2 | -3 | -2
29 | CCOC(=O)Cn1c(C)cc(=O)c2ccccc21 | 11 | -12 | -1.7 | 1.5 | -1.0 | 1.0 | 0.8 | 0.3 | 5 | 4 | 2
30 | O=C(COc1ccccc1[N+](=O)[O-])Nc1ccc(Br)cc1 | 0 | -4 | 3.3 | 6.8* | 0.6 | 16* | 3.7 | 2.5 | 3 | -10 | -9
31 | C=CCCN([C@@H](C)C(=O)OC)S(=O)(=O)c1ccccc1Br | 6 | -4 | 1.2 | -0.9 | -1.5 | 1.5 | -0.9 | -0.6 | -3 | 0 | -5
32 | CC(C)CC(c1nnnn1Cc1ccc(F)cc1)N1CCC(C(N)=O)CC1 (centres undefined) | 1 | 0 | -0.7 | 0.8 | -0.3 | -0.5 | 2.3 | -0.6 | -1 | 1 | -1
33 | CCN(Cc1cc(=O)n2ccsc2n1)Cc1nc2ccccc2c(=O)[nH]1 | 0 | -69 | 2.9 | -0.9 | -0.9 | 3.6 | 2.8 | -0.2 | -21 | -28 | -25
34 | CCCNC(=O)c1ccc2c(c1)nc(C)n2-c1cccc(Cl)c1 | 13 | 8 | -2.4 | -0.2 | -1.6 | -4.1 | -0.8 | -0.1 | -2 | -5 | -2
35 | O=C(C1CCCN1S(=O)(=O)c1cccc([N+](=O)[O-])c1)N1CCN(c2ccccc2)CC1 (centres undefined) | -1 | 5 | -5.2 | nt | -0.9 | -2.6 | nt | -0.1 | 4 | 5 | 3
36 | CCOC(=O)c1oc2c(c1C)C(=O)CCC2 | 10 | -8 | -0.7 | -0.8 | -0.9 | -0.1 | -1.1 | 0.9 | -1 | 1 | -3
37 | N#Cc1ccc(CC(=O)c2ccccc2)[nH]c1=O | -25 | -336 | 2.9 | 0.8 | 0.2 | 0.3 | 0.5 | -0.7 | -143 | -166 | -86
38 | C[C@H](O)[C@@H]1CN2CCc3ccc(N4CCOCC4)cc3[C@@H]2C[C@@H]1N(C)C(=O)c1cccc(Cl)c1 | 1 | -7 | -2.0 | nt | -0.7 | -2.1 | nt | -0.6 | -13 | -14 | -1
39 | Nc1cccc(C(=O)OCC(=O)NC2CCCc3ccccc32)c1 (centres undefined) | 5 | -9 | -0.5 | -0.5 | -0.8 | -0.3 | -0.1 | -0.6 | -10 | -11 | -1
40 | COc1ccc(C(=O)/C=C/Nc2ccc(C)cn2)cc1OC | -7 | -51 | 2.7 | 2.1 | -0.2 | 9.5 | 6.0 | 4.0* | -61 | -100 | -18
41 | COc1ccc(C2=CSC3=NCCN23)cc1OC | 0 | -2 | -2.1 | 1.3 | -1.6 | -1.8 | 1.6 | -0.1 | -1 | -4 | -1
42 | Cc1ccccc1OCC(=O)OCC(=O)NC1CC1 | 13 | -10 | -0.5 | -0.7 | -0.6 | -0.6 | 0.2 | 2.2 | 0 | -4 | -2
43 | CCCCCCNC(=O)CC(c1ccccc1)c1cc(Br)ccc1O (centres undefined) | -20 | 35* | -1.5 | -1.2 | -1.1 | -2.1 | -1.1 | -0.1 | 1 | 4 | 23*
44 | CCOC(=O)N1CCC(NC(=O)CCC(=O)N2CC(C)Oc3ccccc32)CC1 (centres undefined) | -2 | 4 | -0.1 | -0.3 | -0.9 | 0.2 | -0.2 | -0.2 | -1 | 1 | -4

5 records picked at random from the list so far:
cpd | smiles | HGIII-sPLA2 inh | ADAM10 inh | hcDAF12 agonist | DAX1 inh-1 | ssDAF12 agonist | hgDAF12 agonist | GAA850 FXN act | DAX1 inh-2 | PLCg1 inh | PLC-beta3 inh | ADAM17 inh
34 | CCCNC(=O)c1ccc2c(c1)nc(C)n2-c1cccc(Cl)c1 | 13 | 8 | -2.4 | -0.2 | -1.6 | -4.1 | -0.8 | -0.1 | -2 | -5 | -2
30 | O=C(COc1ccccc1[N+](=O)[O-])Nc1ccc(Br)cc1 | 0 | -4 | 3.3 | 6.8* | 0.6 | 16* | 3.7 | 2.5 | 3 | -10 | -9
27 | O=C(Cc1ccccc1)Nc1ccc(NC(=O)c2cccnc2)cc1 | -4 | 1 | -0.8 | 0.1 | -0.3 | -0.1 | 0.1 | -0.8 | 0 | -4 | 3
41 | COc1ccc(C2=CSC3=NCCN23)cc1OC | 0 | -2 | -2.1 | 1.3 | -1.6 | -1.8 | 1.6 | -0.1 | -1 | -4 | -1
35 | O=C(C1CCCN1S(=O)(=O)c1cccc([N+](=O)[O-])c1)N1CCN(c2ccccc2)CC1 (centres undefined) | -1 | 5 | -5.2 | nt | -0.9 | -2.6 | nt | -0.1 | 4 | 5 | 3
